Assay outcomes: PubChem, NCI
rad50 = NCI yeast anticancer drug screen, S. cerevisiae rad50 strain. 79,000 tested, 10% active. % growth inhibition at 50 µM;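 note: 0% = growth of vehicle-only cultures of the same strain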
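Yeast carrying a defined DNA repair defect were exposed to test compounds, and growth was compared with vehicle-treated controls to give percent inhibition.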
yeast mec2-1 = NCI yeast anticancer drug screen, S. cerevisiae mec2-1 strain | % growth inhibition at 50 µM | 79,000 tested, 9% active;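 note: 0% = growth of vehicle-only cultures of the same strain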
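Vehicle-treated cultures served as reference for growth inhibition of compound-exposed mec2-1 yeast.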
yeast cln2 rad14 = NCI yeast anticancer drug screen, S. cerevisiae cln2 rad14 strain; % growth inhibition at 50 µM; 78,000 tested, 8.3% active; AID 165;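 note: 0% = growth of vehicle-only cultures of the same strain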
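Test compounds were added to cln2 rad14 yeast cultures; inhibition of growth was then determined by comparison with vehicle treatment.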
mlh1 rad18 = NCI yeast anticancer drug screen, S. cerevisiae mlh1 rad18 strain. 79,000 tested, 11% active. % growth inhibition at 50 µM;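 note: 0% = growth of vehicle-only cultures of the same strain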
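Test agents were incubated with a yeast strain of defined genotype (DNA damage repair defect). Inhibition of growth was derived by comparison with vehicle-exposed cultures.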
yeast sgs1 mgt1 = NCI yeast anticancer drug screen, S. cerevisiae sgs1 mgt1 strain; % growth inhibition at 50 µM; 78,000 tested, 10% active;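 note: 0% = growth of vehicle-only cultures of the same strain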
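This yeast growth screen uses a strain with defined DNA-repair lesions; compound-treated growth is compared with vehicle-treated growth.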
yeast bub3 = NCI yeast anticancer drug screen, S. cerevisiae bub3 mutant strain. 78,000 tested, 9.9% active. growth inhibition, % at 50 µM;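 note: 0% = growth of vehicle-only cultures of the same strain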
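In this screen, a yeast mutant lacking normal mitotic checkpoint function is challenged with compound. Relative growth versus vehicle gives the inhibition value.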
Active calls of the source: *; / = no result given; & = joins results of further samples; ! = a repeat was not active. Cut-off read from the data, not from the text of the source: active = growth inhibition above about 70%; inactive = the rest. Hits appear at their usual frequency, and some 14% of all compounds hit somewhere here.

SMILES | rad50 | yeast mec2-1 | yeast cln2 rad14 | mlh1 rad18 | yeast sgs1 mgt1 | yeast bub3
Cc1cc(C)c([N+](=O)[O-])cc1C | 26 | 6 | 8 | 4 | -18 | -10
CC1=NN(c2ccc(C(=O)O)c(O)c2)C(=O)CC1 | -19 | 14 | -24 | -14 | -5 | -13
Nc1nc2nnc(-c3ccccc3)c(-c3ccccc3)n2n1 | 13 | 14 | 14 | -9 | 6 | 10
O=S(=O)(O)c1cc2ccccc2c(O)c1N=Nc1ccccc1 | -33 | -16 | 31 | 8 | -3 | 0
Brc1ccc2c(c1)Cc1ccccc1-2 | 6 | 7 | -37 | 4 | 7 | 17
Nc1ccc2c(c1)CC1CC(=O)NN=C21 (stereo not given) | 30 | 10 | 3 | -22 | 9 | -3
O=C(O)/C(=C/c1ccccc1[N+](=O)[O-])c1ccccc1 | 40 | -16 | 18 | -13 | 20 | -9
S=C(S)OC1CCCCC1.[Zn+2] | -15 | -16 | -51 | -12 | -22 | -25
COc1ccc(-n2nc(C)cc(Cl)c2=O)cc1 | -6 | -18 | -32 | -12 | 0 | 11
Nc1cccc[n+]1CCC(=O)[O-] | -3 | 12 | 52 | 35 | -6 | 58
Oc1c(Cl)cc(Cl)cc1C1Nc2ccccc2-n2cccc21 (stereo not given) | -5 | -12 | 9 | 8 | 0 | 9
Cn1cnc2[nH]c(=O)n(OS(=O)(=O)c3ccccc3)c(=O)c21 | -2 | -5 | -25 | -6 | 6 | 2
O=C1OC(=O)c2c(Br)c(Br)c(Br)c(Br)c21 | 6 | 9 | -9 | 3 | -16 | -11
Oc1cc(O)c(Br)c(O)c1 | -32 | 10 | -5 | -7 | -4 | 0
O=C1N=C2SCCCN2C1(c1ccccc1)c1ccccc1 | 4 | 21 | -7 | 7 | -3 | 0
Cc1c(C)n(-c2ccccc2)c2nc(C)n(-c3ccccc3Cl)c(=N)c12 | 6 | 4 | 4 | 17 | 0 | 19
O=C(O)c1c(Br)c(Br)c(Br)c(Br)c1C(=O)Nc1ccc([N+](=O)[O-])cc1 | -15 | 3 | 5 | -1 | 3 | 3
O=C(O)C1CSCN1 (stereo not given) | -4 | -23 | 1 | 18 | -3 | 1
CCN(CC)c1c(C)c(C(=O)OC)nn1-c1ccccc1 | 7 | 3 | -2 | 19 | 9 | 34
COc1ccc(N2C(=O)C(=O)N(c3ccc(N=Nc4ccccc4)cc3)C2=S)cc1 | -19 | -5 | 8 | -23 | 16 | -10

Arranged by heavy-atom count (rising): seven of the compounds above.
SMILES | rad50 | yeast mec2-1 | yeast cln2 rad14 | mlh1 rad18 | yeast sgs1 mgt1 | yeast bub3
O=C(O)C1CSCN1 (stereo not given) | -4 | -23 | 1 | 18 | -3 | 1
Oc1cc(O)c(Br)c(O)c1 | -32 | 10 | -5 | -7 | -4 | 0
S=C(S)OC1CCCCC1.[Zn+2] | -15 | -16 | -51 | -12 | -22 | -25
COc1ccc(-n2nc(C)cc(Cl)c2=O)cc1 | -6 | -18 | -32 | -12 | 0 | 11
Cn1cnc2[nH]c(=O)n(OS(=O)(=O)c3ccccc3)c(=O)c21 | -2 | -5 | -25 | -6 | 6 | 2
O=S(=O)(O)c1cc2ccccc2c(O)c1N=Nc1ccccc1 | -33 | -16 | 31 | 8 | -3 | 0
COc1ccc(N2C(=O)C(=O)N(c3ccc(N=Nc4ccccc4)cc3)C2=S)cc1 | -19 | -5 | 8 | -23 | 16 | -10

Going on with the list.
SMILES | rad50 | yeast mec2-1 | yeast cln2 rad14 | mlh1 rad18 | yeast sgs1 mgt1 | yeast bub3
COc1ccccc1C1OC2=C(Nc3ccc([N+](=O)[O-])cc3N2)C1=O (stereo not given) | 12 | 10 | 17 | 28 | 28 | 17
O=C1NCCN(CCc2ccccc2)C1c1ccccc1 (stereo not given) | -10 | 1 | -32 | -6 | -9 | 15
CC(NC(=O)OCc1ccccc1)C(=O)N1CCCC1C(=O)NCC(=O)Oc1ccc([N+](=O)[O-])cc1 (stereo not given) | 12 | 20 | 10 | 3 | -3 | 1
COc1ccc(CCNC(=O)CC2CCN(C)CC2)cc1OC | -1 | -7 | -7 | -4 | 10 | 15
CCCC#CCOC(=O)c1cc([N+](=O)[O-])cc([N+](=O)[O-])c1 | 100* | 100* | 100* | 100* | 100* | 100*
CCN(CC)CCC(c1ccccc1)c1ccccc1 | -2 | 1 | -18 | 35 | 13 | 7
CCCCCCCC(=O)N1CCOCC1 | -8 | 8 | -38 | -7 | 2 | -3
O=C(CC(=O)C1CCOC1=O)C(=O)Nc1ccc(Cl)cc1Cl (stereo not given) | -7 | 4 | 9 | 39 | 11 | -21
CC1(O)/C(=N/O)CC2CC1C2(C)C (stereo not given) | -6 | 15 | 18 | 18 | -8 | -7
O=c1[nH]nc(CNc2ccc(Cl)cc2Cl)c2ccccc12 | -19 | 0 | 16 | -41 | -18 | -46
S=c1s/c(=C\c2ccccc2)c2nc3ccccc3n12 | 7 | 9 | -47 | 5 | -9 | 14
COC1=CC(=O)C=C(OC)C1=O | -3 | -13 | 6 | -12 | -29 | -25
COc1cc(C)c(O)c(C/C=C(\C)CC(=O)[C@H]2[C@]3(C)CCC[C@]3(C)[C@@]23C[C@H](O)C(C)(C)O3)c1 | 69 | 52 | 55 | 46 | 41 | 43
CC(C)N(Cc1ccccc1)C(=O)Nc1ccc(Cc2ccc(NC(=O)N(Cc3ccccc3)C(C)C)cc2)cc1 | -1 | -12 | 18 | -8 | 0 | -10
O=c1cc(-c2ccccc2)oc2c(N=Nc3ccc(S(=O)(=O)O)cc3)ccc(O)c12 | -1 | 3 | -27 | 23 | 19 | -20
CCOc1ccccc1/C=N/NC(N)=S | -10 | 4 | 1 | 11 | 3 | -6
O=C(O)c1c(-c2ccc(Cl)cc2)c(-c2ccc(Cl)cc2)nn(CCO)c1=O | 34 | 26 | 7 | 36 | 33 | 2
COC(=O)c1ccc(C(=O)OC)c(O)c1O | 11 | 28 | -3 | 16 | 9 | 13
O=C(O)CC(c1ccccc1)C(CC(=O)O)c1ccccc1.[NH-]C1CCCCC1[NH-].[Pt+2] (stereo not given) | 37 | 8 | -6 | -6 | -50 | -37
CC(=O)N[C@@H]1CCC[C@H](NC(C)=O)C1 | -10 | -44 | -17 | -24 | -13 | 13
Cc1ccccc1/C=N\N=C\c1ccco1 | 0 | -6 | -11 | 45 | -5 | 18
Cc1ccc(/C=N\NC(=S)N/N=C/c2ccc(C)cc2)cc1 | 30 | 40 | 20 | 59 | 75* | 94*
Clc1nc(Cl)c(Cl)c(Cl)n1 | 64 | 72* | 13 | / | 9 | 33
CC[N+](CC)=c1ccc2nc3c(cc(N)c4ccccc43)oc-2c1 | 72*! | -18&52 | 38 | -29&69 | 38 | 63
CCOC(=O)c1nc2ccccc2nc1NCc1ccc(Cl)cc1Cl | 6 | 19 | 8 | -31 | -25 | -17
CCOC(=O)C(C#N)(Cc1c[nH]c2ccccc12)NC(C)=O (stereo not given) | -15 | -59 | 7 | -22 | -37 | -20
Cc1ccc(NC(=S)Nc2ccc(Cc3ccc(NC(=S)Nc4ccc(C)cc4)cc3)cc2)cc1 | 44 | 50 | 25 | 59 | 62 | 23
COc1ccccc1-c1ccccc1C(=O)O | -9 | 0 | 8 | -23 | -23 | -3
CCN(CC)CCCNc1ccc2nc(C)n3c4ccc(O)cc4c(=O)c1c23 | -27 | -22 | -1 | -41 | 5 | -23
O=C(N/N=C/c1ccco1)c1cccnc1 | -10 | -15 | 2 | 2 | 6 | 5
COC(=O)c1ccc(CCC2=CC(=O)C=CC2=O)cc1 | 84* | 93* | 89* | 66 | 91* | 91*
O=C(c1ccccc1)c1cc(Cl)c2cccc3c2c1CC3 | 3 | 13 | 7 | -8 | 14 | 19
CCCCCCCCCCCCCCCC(N)=O | 51 | -2 | -17 | 34 | 5 | 19
COC(OC)c1nc(N)[nH]c(=O)c1Cc1ccc(Br)cc1 | -3 | 12 | 3 | -20 | -1 | -6
CNC(=O)n1cnc2ccccc21 | 33 | 30 | 13 | 25 | 37 | 60
O=c1nc(-c2ccccc2)scc1-c1ccccc1 | -1 | -11 | 19 | -10 | 3 | 10
NC(=O)c1cc([N+](=O)[O-])cnc1Sc1ncccn1 | 41 | 15 | 18 | 45 | 22 | 30
COc1ccc(C2CC(=O)N(c3nc(C)cc(C)n3)C(=O)C2)cc1 | 5 | 3 | -33 | 9 | 7 | 6
COC1=C(OC)C(=O)C(C(=O)CCCCC(=O)O)=C(C)C1=O | 5 | 0 | -35 | 14 | 8 | 3
CCn1cc(C(=O)C(=O)N(C)C)c2ccccc21 | 13 | -8 | -3 | 2 | -2 | 17
CCOC(=O)c1nc2ccc(OC)cc2c2c1Cc1ccccc1-2 | -9 | -21 | 8 | -24 | -22 | 1
Nc1ccccc1CCO | 14 | -7 | 13 | 20 | 31 | -6
COC(=O)C1(C)CCCC2(C)C1CC1OC13C(O)C1(C(C)C)OC1C1OC123 (stereo not given) | -18 | -12 | 8 | -14 | -6 | -8
CCOC(=O)C(C)c1cc(C2(C)OCCO2)c(C)o1 (stereo not given) | 14 | -7 | 10 | 4 | -1 | -3
CC1(C)CC(=O)C(CCC(=O)/C=C/c2ccccc2)C(=O)C1 | 3 | 1 | 0 | 24 | -2 | -5
Nc1nc(N)c2c(n1)Nc1ccc(Cl)nc1S2 | 94* | 69 | 52 | 94* | 89* | 81*
NC(=O)c1ccc(C(N)=O)cc1 | -14 | -3 | -1 | -12 | -5 | 10
Nc1nc(-c2ccccc2)c(N=Nc2ccc([N+](=O)[O-])cc2Cl)s1 | -5 | 3 | -13 | 4 | 4 | -12
C=CC12CCCCC1CC(C(=O)OC)=C(O)C2 (stereo not given) | 4 | 2 | -25 | 8 | -2 | 8
O=C(Nc1nc2ncn(CCOC(=O)c3ccccc3)c2c(=O)[nH]1)c1ccccc1 | -32 | 4 | -13 | -16 | -33 | -3
O=C(O)c1ccccc1/C=N/O | 2 | -4 | 93* | 7 | 3 | 4
CC(C)C(OC(=O)c1ccc(NCc2cc(O)ccc2O)cc1)C(C)C | 90* | 92* | 88* | 86* | 91* | 90*
O=C(NCCCCC(NC(=O)OCc1ccccc1)C(=O)Nc1ccc(Nc2ccc(NC(=O)C(CCCCNC(=O)OCc3ccccc3)NC(=O)OCc3ccccc3)cc2)cc1)OCc1ccccc1 (stereo not given) | 99* | 99* | 88* | 98* | 99* | 99*
CC(C)(C)C(=O)[CH-]C(=O)C(F)(F)F.CC(C)(C)C(=O)[CH-]C(=O)C(F)(F)F.CC(C)(C)C(=O)[CH-]C(=O)C(F)(F)F.[Ru+3] | 26 | -5 | -1 | 24 | 2 | 8
CCOC(=O)COc1ccc(Br)cc1 | 6 | 0 | -7 | 6 | -5 | 12
Cc1cc2nc(CO)[nH]c2cc1C | -3 | -40 | 8 | 2 | -24 | -6
CCCCCC(=O)/C=C/c1ccc(C)cc1 | 83* | 57 | 75* | 82* | 83* | 62
CC1(C)C(CCO)CC1CCO (stereo not given) | 2 | -2 | 0 | -8 | -1 | 0
Nc1ncnc2snnc12 | 20 | -19 | 6 | 4 | 7 | -5
CCCCCCNCCCNc1c2ccccc2nc2cccc([N+](=O)[O-])c12 | 83* | 88* | 85* | 78* | 74* | 44

Next part:
SMILES | rad50 | yeast mec2-1 | yeast cln2 rad14 | mlh1 rad18 | yeast sgs1 mgt1 | yeast bub3
CC(=O)ONC(=O)CSc1nn2cc(-c3ccccc3)nc2s1 | 18 | 12 | 13 | 1 | 21 | 24
c1coc(CCCc2ccco2)c1 | 30 | 31 | 1 | 24 | 20 | 46
CNC1c2ccccc2C(=O)c2cc3c(cc21)OCCOCCOCCOCCO3 (stereo not given) | 12 | 8 | 41 | 27 | 12 | 21
CC(=O)C1C(=O)C(=O)N(c2ccccc2C)C1=O (stereo not given) | -26 | -21 | 9 | -25 | -14 | -25
COCCCNc1ccc([N+](=O)[O-])cn1 | -21 | -41 | 2 | -14 | -20 | -13
CC(C)(C)C1=NC=CNC(C(F)(F)F)=C1 | 9 | -2 | -17 | 6 | -6 | -22
N#Cc1ccc(NC(=O)Nc2ccc([N+](=O)[O-])cc2Cl)cc1 | 2 | 5 | 26 | 12 | 22 | 31
C/C(=N/N=C(N)N)c1cn[nH]c1C | -53 | -20 | -53 | -7 | -13 | 6
O=C(CBr)c1c2c(cc3c1CCCC3)CCCC2 | 2 | -1 | -5 | -17 | -2 | 33
c1ccc2c(c1)NC1(CCCCC1)S2 | 5 | -13 | 12 | 12 | 39 | 5
C/C(=N\OC(=O)c1ccccc1)[N+](=O)[O-] | 88* | 78* | 82* | 65 | 72* | 57
